# High-throughput results: PubChem BioAssay, several laboratories
# NPY2 pot ag: human NPY-Y2 potentiation or agonism, primary screen | 220,000 tested, 0.45% active | cells expressing NPY-Y2, potentiator/agonist read-out | P49146 | activation, % at 3.6 µM | AID 1359; in the data active = activation above about 27%;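 note: cells stimulated with NPY near EC25 plus isoproterenol at EC100; 0% = vehicle plus submaximal agonist and 100% = vehicle plus saturating agonist; some results beyond the cut were filed as inactive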
# NCF1 inh: blocks human p47phox regulatory protein of NADPH oxidases. p47phox/p22phox peptide binding, fluorescence polarization, 2 h. 220,000 tested, 0.53% active. P14598. inhibition, % at 24.7 µM;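 active = inhibition above about 30%, limit read from the data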;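 note: 0% = p47phox with labelled peptide and 100% = labelled peptide alone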
# Target sequence (P14598 whole entry, looked up): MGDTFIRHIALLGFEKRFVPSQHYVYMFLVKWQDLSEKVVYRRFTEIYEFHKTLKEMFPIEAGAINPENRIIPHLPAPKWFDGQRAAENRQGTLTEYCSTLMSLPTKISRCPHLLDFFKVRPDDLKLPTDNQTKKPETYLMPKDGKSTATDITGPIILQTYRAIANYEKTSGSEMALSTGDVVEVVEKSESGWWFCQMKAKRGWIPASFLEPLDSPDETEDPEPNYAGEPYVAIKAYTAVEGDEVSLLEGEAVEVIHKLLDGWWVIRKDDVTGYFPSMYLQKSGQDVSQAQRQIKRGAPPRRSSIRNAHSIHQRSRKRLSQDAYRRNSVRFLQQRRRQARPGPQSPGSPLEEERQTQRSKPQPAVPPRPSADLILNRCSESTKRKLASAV
# NPY Y1 blocker: NPY-Y1 (human) receptor antagonism; HEK293-CNG Y1 cells, membrane potential fluorescence; NPY at EC95, then isoproterenol; P25929; inhibition, % at 3.6 µM; 200,000 tested, 1% active; AID 1040;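 active = inhibition above the campaign mean inhibition of all tested compounds plus 3 SD, cut at about 20% in these data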;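 note: 0% = DMSO wells given NPY plus isoproterenol and 100% = isoproterenol alone without NPY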
#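 Material: HEK293 Y1/CNG channel cell line | Also added: NPY (25 nM), isoproterenol (1 µM), Ro 20-1724 (25 µM) | Compound: One concentration, 3.6 µM, in 0.4% DMSO | Schedule: 3 h dye uptake, 1 h room-temperature compound, 45 min post-isoproterenol | Signal: Membrane-potential fluorescent dye readout | Read-out: % inhibition of NPY effect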
# S1P4 antag: human S1P4 receptor antagonism; S1P4-expressing cells, antagonist mode, reporter read-out; inhibition, % at 4.98 µM; 220,000 tested, 0.26% active; in the data active = inhibition above about 29%;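 note: 0% = wells stimulated with agonist and 100% = vehicle wells without agonist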
# Target sequence (O95977 whole entry, looked up): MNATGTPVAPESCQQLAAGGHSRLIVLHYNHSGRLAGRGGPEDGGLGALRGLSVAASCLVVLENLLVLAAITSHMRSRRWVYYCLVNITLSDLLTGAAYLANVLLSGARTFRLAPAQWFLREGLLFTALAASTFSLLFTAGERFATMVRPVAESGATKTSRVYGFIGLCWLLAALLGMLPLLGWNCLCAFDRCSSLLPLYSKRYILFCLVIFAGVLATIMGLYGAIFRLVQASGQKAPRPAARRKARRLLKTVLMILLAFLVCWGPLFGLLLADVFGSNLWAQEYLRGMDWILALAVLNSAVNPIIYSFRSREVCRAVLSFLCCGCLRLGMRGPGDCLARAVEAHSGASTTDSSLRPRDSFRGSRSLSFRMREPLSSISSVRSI
# NPY-Y1 PAM-ag: potentiators or agonists of human neuropeptide Y receptor Y1; 220,000 tested, 0.37% active; AID 1304; activation, % at 3.6 µM; NPY-Y1 expressing cells, potentiator/agonist activation; P25929; in the data active = activation above about 33%, passing the limit was not always enough;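 note: cells stimulated with NPY at EC10 then isoproterenol at EC100; 0% = low agonist plus stimulus and 100% = saturating agonist plus stimulus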
# Ba/F3 V617F tox: reduce viability of Ba/F3 cells dependent on JAK2V617F; 220,000 tested, 1.1% active; inhibition, % at 5.6 µM; Ba/F3 EpoR-JAK2V617F viability, ATP luminescence;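 active = inhibition above the campaign mean plus 3 SD over all tested compounds, cut at about 24% in these data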;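 note: cytokine-independent growth of Ba/F3 cells driven by EpoR plus mutant JAK2; 0% = DMSO-treated cells and 100% = JAK inhibitor I control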
# S1P4 ag: human S1P4 receptor agonism; O95977; S1P4-expressing cell line, agonist reporter assay; activation, % at 4.98 µM; 220,000 tested, 0.35% active; AID 1509; in the data active = activation above about 11%;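 note: 0% = DMSO vehicle and 100% = reference agonist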
# CHOP inh: inhibitors of CHOP induction in ER stress response | CHO-K1 CHOP-promoter luciferase, tunicamycin-induced, 15-18 h | inhibition, % at 10 µM | 220,000 tested, 3.8% active;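 active = compounds that reduced the stress-induced luciferase reporter signal by more than about 70% of percent inhibition, limit read from the data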;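 note: 0% = tunicamycin plus vehicle and 100% = wells without tunicamycin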
# BaF3 parental: counter-screen for JAK2V617F inhibitors: parental Ba/F3 viability inhibitors; 220,000 tested, 1.1% active; CellTiter-Glo ATP luminescence; AID 1486; inhibition, % at 5.6 µM;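 active = inhibition above a per-campaign cutoff, the mean inhibition of all tested compounds plus 3 SD, cut at about 27% in these data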;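 note: 0% = DMSO wells and 100% = JAK Inhibitor I control wells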
# Starred values were filed as active, the others as inactive; · = not tested or not shown.
SMILES,NPY2 pot ag,NCF1 inh,NPY Y1 blocker,S1P4 antag,NPY-Y1 PAM-ag,Ba/F3 V617F tox,S1P4 ag,CHOP inh,BaF3 parental
Cc1cccn2c(=O)c3cc(C(=O)NCCCN4CCCC4=O)n(C)c3nc12,13,6,-3,-11,4,-3,0.2,-15,-3
O=c1[nH]c2cc3c(cc2cc1CN(Cc1cccnc1)Cc1nnnn1Cc1ccco1)OCCO3,6,-18,2,15,10,1,-1.0,34,3
CCN(CC)S(=O)(=O)c1ccc(N2CCOCC2)c(NC(=O)c2cc([N+](=O)[O-])ccc2Cl)c1,4,-9,-1,-14,8,1,1.1,-19,8
N#Cc1c(SCC(=O)Nc2ccccc2)nsc1SCC(=O)Nc1ccccc1,3,-20,-5,-13,-15,0,1.2,38,3
CC1(O)CC(c2ccc(Cl)cc2)=NN1C(=O)c1ccc([N+](=O)[O-])cc1 (stereo not given),-8,-4,1,11,21,-1,-0.3,25,11
COc1ccc(C(=O)NCC(C)CN(C)C)cc1 (stereo not given),-1,-2,-2,-1,5,-1,0.4,-20,3
CCOCCCNC(=O)C(NC(=O)c1cnccn1)c1ccc(C)cc1 (stereo not given),-3,-17,-2,-20,7,-2,0.8,-13,5
O=C(CC1OC(=O)c2ccccc21)c1ccco1 (stereo not given),-23,-7,-3,-7,-11,3,1.9,4,8
O=C(Nc1cccc(C(=O)O)c1)/C(=C/c1ccc2c(c1)OCO2)NC(=O)c1cccc(Br)c1,-15,-9,4,-13,9,-3,0.2,20,8
CC1CCCN(C(=S)NCCc2ccccc2)C1 (stereo not given),-8,-8,-3,-2,0,-1,-0.8,-33,-2
O=C(O)c1ccc(N2C(=O)CC(N3C(=O)/C(=C/c4ccc(Cl)cc4)SC3=S)C2=O)cc1 (stereo not given),8,8,·,6,7,1,1.2,23,-1
c1ccc(NC2=Nc3cccc4cccc2c34)cc1,12,-11,2,0,11,1,0.5,34,10
COC(=O)/C=C1/S/C(=N/N=C/c2ccc(N(C)C)cc2)NC1=O,-9,-48,-3,-4,-6,-2,0.9,-8,0
CCO/N=C/c1ccc(OC)c(Oc2nc(OC)cc(OC)n2)c1,14,1,3,-24,15,-4,-0.1,36,3
O=C(Nc1ccc(S(=O)(=O)N2CCCCC2)cc1)C1CCCN(C(=O)c2ccc(Cl)cc2)C1 (stereo not given),1,-19,-1,-7,20,0,-0.1,41,3
CCC(C(=O)c1ccccc1)N(C(=O)c1ccccc1Cl)N1C(=O)C2C3C=CC(C3)C2C1=O (stereo not given),10,-1,8,-22,19,-4,-0.5,46,95*
CCOC(=O)C1(Cc2ccccc2)CCN(Cc2ccc(C3CCCCO3)s2)CC1 (stereo not given),-17,-8,·,0,-5,-2,0.0,41,2
CCN(CC)c1ccc(C=Nc2ccc(C)cc2)c(O)c1,-14,-2,2,-7,-3,2,2.4,-20,3
CC1(C)CC(NC(=O)CCc2ccccc2)CC(C)(C)N1,16,-3,-2,-5,12,1,-0.5,-3,0
CC(=O)N(C)c1ccc(NC(=O)c2ccccc2C(=O)O)cc1,4,-2,-5,-18,-11,2,-0.3,25,3

# Two compounds from above, limited to Ba/F3 V617F tox, NCF1 inh and S1P4 antag:
Molecule	Ba/F3 V617F tox	NCF1 inh	S1P4 antag
CCN(CC)S(=O)(=O)c1ccc(N2CCOCC2)c(NC(=O)c2cc([N+](=O)[O-])ccc2Cl)c1	1	-9	-14
N#Cc1c(SCC(=O)Nc2ccccc2)nsc1SCC(=O)Nc1ccccc1	0	-20	-13

# Ordered by the number under CHOP inh (highest first): four of the compounds above.
Structure	NPY2 pot ag	NCF1 inh	NPY Y1 blocker	S1P4 antag	NPY-Y1 PAM-ag	S1P4 ag	CHOP inh
O=C(Nc1cccc(C(=O)O)c1)/C(=C/c1ccc2c(c1)OCO2)NC(=O)c1cccc(Br)c1	-15	-9	4	-13	9	0.2	20
O=C(CC1OC(=O)c2ccccc21)c1ccco1 (stereo not given)	-23	-7	-3	-7	-11	1.9	4
COC(=O)/C=C1/S/C(=N/N=C/c2ccc(N(C)C)cc2)NC1=O	-9	-48	-3	-4	-6	0.9	-8
CCN(CC)c1ccc(C=Nc2ccc(C)cc2)c(O)c1	-14	-2	2	-7	-3	2.4	-20

# Next records follow.
SMILES,NPY2 pot ag,NCF1 inh,NPY Y1 blocker,S1P4 antag,NPY-Y1 PAM-ag,Ba/F3 V617F tox,S1P4 ag,CHOP inh,BaF3 parental
CC1CC(NC(=O)/C=C/C(=O)O)CC(C)(C)C1 (stereo not given),-15,-11,·,0,11,-5,-0.5,14,1
CCOC(=O)C1CCCN(S(=O)(=O)c2ccc(Br)s2)C1 (stereo not given),2,-3,6,-14,19,-5,-1.3,31,1
Cc1csc(NC(=O)CCc2ccc(S(=O)(=O)N3CCOCC3)cc2)n1,-2,-8,3,-2,-21,1,0.8,-10,3
CCNC(=O)COC(=O)/C=C/c1cccs1,7,-2,4,-4,2,1,-0.4,1,6
COc1cc(CCC(=O)Nc2ccc(S(=O)(=O)NC3=NCCCCC3)cc2)cc(OC)c1OC,14,-7,4,-7,-4,-3,1.1,16,0
COc1ccc(C)cc1NC(=S)NNC(=O)c1ccccc1Cl,-24,-5,4,5,14,-1,-0.2,-43,7
CC1=CC(C)(C)n2c(O)c(N=N)c3cc(C)cc1c32,-5,0,23*,1,-59,1,-3.8,63,3
COc1ccccc1OCCNC(=O)C1CCCCC1,0,-12,0,-9,0,1,-1.3,9,8
COC(=O)c1ccc(NC(=S)Nc2cccc(C)n2)cc1,2,0,2,5,2,-5,1.7,-5,-4
Cc1cccc(/C=N/N2CCN(c3ccccc3)CC2)c1,15,-5,5,-17,-5,0,0.7,-12,-1
COc1ccc(NC(=O)CO/N=C2/CCCc3nonc32)c(OC)c1,-17,-2,4,-3,-9,0,-1.0,12,6
Cn1c(=O)[nH]c(=O)c2[nH]c(N(Cc3ccccc3)Cc3ccccc3)nc21,-15,4,10,-16,2,-4,0.8,111*,9
O=C1c2ccccc2C(=O)c2c1ccc1c(=O)n(C3CCCCC3)[nH]c21,-2,8,6,-9,-21,-1,1.9,5,2
CCOC(=O)N1CCN(C(=O)c2ccc(NS(=O)(=O)c3ccc(F)cc3)cc2)CC1,-1,-6,-5,-4,1,1,-0.7,-9,8
O=C(COC(=O)CNC(=O)c1sc2ccccc2c1Cl)Nc1c(Cl)cc(Cl)cc1Cl,-8,6,3,-3,15,3,1.0,2,9
O=C(N/N=C/c1cccs1)c1ccc2ncccc2c1,0,11,-2,6,4,0,-0.4,-18,8
COP(=O)(OC)c1nc(-c2ccccc2)oc1N1CCOCC1,7,-16,10,-27,13,0,1.4,-6,5
CCN1C(=O)/C(=c2/s/c(=C3\SC(C)=C(C)N3CC)c(=O)n2CC)N(c2ccccc2)C1=S,1,·,-2,-9,9,-1,5.9,·,1
C=C(C)CSc1nc(C)c(Cc2ccccc2)c(=O)[nH]1,0,-23,2,-10,-15,2,-0.6,76*,4
CC(SCC(=O)Nc1ccc(S(=O)(=O)N2CCCCC2)cc1)C(=O)O (stereo not given),16,-10,-3,10,5,1,0.8,-3,7

# 2 compounds picked at random from the list so far, as already listed:
SMILES,NPY2 pot ag,NCF1 inh,NPY Y1 blocker,S1P4 antag,NPY-Y1 PAM-ag,Ba/F3 V617F tox,S1P4 ag,CHOP inh,BaF3 parental
O=C(N/N=C/c1cccs1)c1ccc2ncccc2c1,0,11,-2,6,4,0,-0.4,-18,8
CCNC(=O)COC(=O)/C=C/c1cccs1,7,-2,4,-4,2,1,-0.4,1,6

# The list goes on:
SMILES,NPY2 pot ag,NCF1 inh,NPY Y1 blocker,S1P4 antag,NPY-Y1 PAM-ag,Ba/F3 V617F tox,S1P4 ag,CHOP inh,BaF3 parental
COc1cc(NC(=O)CCCn2c(=S)[nH]c3ccccc3c2=O)cc(OC)c1OC,-1,0,12,4,3,-2,-0.4,19,7
CCOC(=O)c1ccc2c(c1)nc(COc1ccc3ccccc3c1)n2CC,-23,-54,15,0,-14,0,1.0,66,6
Brc1ccc(-c2ccc(/C=N/Nc3nc(N4CCOCC4)nc(N4CCOCC4)n3)o2)cc1,-9,0,-5,-13,-18,3,0.7,58,2
CCOc1ccc(-n2c(SCC(=O)Nc3cc(C)on3)nnc2-c2c[nH]c3ccccc23)cc1,-16,-152,-3,-12,0,-2,1.2,14,4
C/C(=N\NC(=S)NCCc1ccccc1)c1ccc(Cl)cc1,-27,-18,5,-17,-39,1,1.0,28,3
CCc1nc2ccccc2nc1N1CCN(S(=O)(=O)c2c(C)cc(Cl)cc2C)CC1,1,-4,·,15,-57,2,-1.1,-11,-2
CCOC(=O)CC1C(=O)NCCN1c1nc2c(C)cccn2c(=O)c1/C=C1\SC(=S)N(C(C)CC)C1=O (stereo not given),19,-73,·,-14,23,6,2.4,6,3
Oc1ccc2c(ccc3[nH]cnc32)c1,-18,-1,·,3,13,0,1.1,24,-4
CC1=NN2C(=N)/C(=C\c3cc(C)n(-c4ccc(C)cc4)c3C)C(=O)N=C2S1,1,-3,·,18,-8,2,-0.3,69,-1
O=C(N/N=C/c1cccs1)C(=O)N1CCCC1,-16,-5,5,-12,1,3,-0.7,-16,4
CC(Oc1ccccc1)C(=O)NC1C(=O)N2C1SC(C)(C)C2C(=O)O (stereo not given),17,0,-4,5,7,-1,0.0,6,3
COCC(C)n1c(C)cc(C(=O)COC(=O)c2ccc(N3CCCC3=O)cc2)c1C (stereo not given),-15,-2,0,8,7,2,-2.6,36,3
CCCC1=C(C(=O)OCC)C(c2cccs2)C(C#N)=C(N)O1 (stereo not given),13,-17,-4,-15,-1,-4,3.7,25,1
O=C(CCc1nc(-c2ccccn2)no1)NCc1ccc2c(c1)OCO2,-23,6,·,7,-7,-1,-0.7,-13,-2
COC(=O)c1c(C(=O)OC)c2oc3ccccc3n2c1Cl,-11,-10,0,-7,6,1,2.2,-7,5
CSCCC(NS(=O)(=O)c1ccc(Cl)cc1)C(=O)OCC(=O)c1ccc(F)cc1 (stereo not given),-9,-16,3,2,-3,-2,-0.2,18,4
COc1ccc(-c2csc(N=C(N)N)n2)cc1,1,2,5,-11,0,4,1.2,-10,4
COCCNS(=O)(=O)c1cc(F)ccc1OC,9,-4,-1,-28,11,-2,-0.5,32,1
COC(=O)c1sccc1NC(=O)c1ccccc1,-23,2,8,2,1,3,-0.7,13,10
Cc1cccc(C2c3[nH]c4ccccc4c3CCN2C(=O)c2nn(C)c(=O)c3ccccc23)n1 (stereo not given),-1,-8,3,-12,17,-4,-2.2,18,-2

# Some values from the list.
# S1P4 ag, `O=C(N/N=C/c1cccs1)C(=O)N1CCCC1` = -0.7
# NCF1 inh, `COC(=O)c1sccc1NC(=O)c1ccccc1` = 2
# NPY-Y1 PAM-ag, `CCOC(=O)CC1C(=O)NCCN1c1nc2c(C)cccn2c(=O)c1/C=C1\SC(=S)N(C(C)CC)C1=O` (stereo not given) = 23
# BaF3 parental, `Oc1ccc2c(ccc3[nH]cnc32)c1` = -4
# BaF3 parental, `COc1ccc(-c2csc(N=C(N)N)n2)cc1` = 4
# NCF1 inh, `O=C(CCc1nc(-c2ccccn2)no1)NCc1ccc2c(c1)OCO2` = 6
# BaF3 parental, `COc1cc(NC(=O)CCCn2c(=S)[nH]c3ccccc3c2=O)cc(OC)c1OC` = 7
